EPAC1 antag: antagonists of human EPAC1 | EPAC1 GEF assay, Rap1b-BODIPY-GDP exchange fluorescence | Potency, µM (top dose mostly 115 µM), for the others: at the highest dose activity change, negative = inhibition, usual class: inhibitors | 360,000 tested, 0.14% active | O95398;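 further: plate controls were vehicle for no effect and positive control for full effect; nearly all actives have a fitted effect of over 50% in size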
Target sequence (O95398 whole entry, looked up): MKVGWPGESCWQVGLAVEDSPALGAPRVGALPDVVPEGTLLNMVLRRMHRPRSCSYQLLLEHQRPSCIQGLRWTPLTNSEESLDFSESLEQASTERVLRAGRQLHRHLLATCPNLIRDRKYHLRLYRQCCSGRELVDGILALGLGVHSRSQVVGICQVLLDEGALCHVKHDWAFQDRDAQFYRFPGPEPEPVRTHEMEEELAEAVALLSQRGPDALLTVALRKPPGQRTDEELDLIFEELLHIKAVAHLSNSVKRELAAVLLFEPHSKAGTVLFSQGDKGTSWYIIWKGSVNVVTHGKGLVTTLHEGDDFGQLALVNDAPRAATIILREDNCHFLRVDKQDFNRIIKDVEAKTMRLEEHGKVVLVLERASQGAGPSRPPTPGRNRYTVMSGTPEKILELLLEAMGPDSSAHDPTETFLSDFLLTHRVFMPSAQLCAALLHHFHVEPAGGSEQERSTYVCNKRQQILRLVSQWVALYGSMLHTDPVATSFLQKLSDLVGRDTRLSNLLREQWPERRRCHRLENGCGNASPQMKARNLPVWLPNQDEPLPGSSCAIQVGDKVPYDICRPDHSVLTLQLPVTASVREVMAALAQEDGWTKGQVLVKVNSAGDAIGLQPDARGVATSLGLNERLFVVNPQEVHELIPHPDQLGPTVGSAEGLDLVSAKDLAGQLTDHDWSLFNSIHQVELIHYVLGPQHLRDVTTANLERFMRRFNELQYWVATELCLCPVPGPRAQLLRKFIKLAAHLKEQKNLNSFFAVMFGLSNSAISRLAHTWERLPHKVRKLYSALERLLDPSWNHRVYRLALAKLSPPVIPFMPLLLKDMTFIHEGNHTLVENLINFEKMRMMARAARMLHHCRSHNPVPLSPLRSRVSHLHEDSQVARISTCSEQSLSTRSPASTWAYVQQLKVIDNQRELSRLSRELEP
EPAC2 ag: agonists of human EPAC2 (RAPGEF4); Q8WZA2; EPAC2 activation, biochemical qHTS; response scale: 100% = 6.5 mM cAMP response; Potency, µM (top dose mostly 154 µM), inactives show top-dose activation, actives largely listed as activators; 360,000 tested, 0.079% active; AID 720711; further: nearly all actives have a fitted effect of over 50% in size
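Exchange assay: 100 nM EPAC2 with 250 nM Rap1B-BODIPY-GDP and 50 uM GDP. Fluorescence (ex 480/em 540 nm) read every 5 min for 30 min at room temperature. Data normalized to 6.5 mM cAMP as agonist control.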
PTHR1 agonist: agonists of human PTHR1 parathyroid hormone receptor | 410,000 tested, 0.075% active | Q03431 | HEK293 GP2 PTHR1 cells, GloSensor cAMP luminescence, 1 h | AID 743266 | Potency, µM (titrated, usually from 115 µM), inactives show top-dose activation, most hits filed as activators; further: nearly all actives have a fitted effect of over 55% in size; some results filed as inactive show a strong effect at the top dose; inactives centre near -15; many of its hits are not listed in these tables
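HEK-293-derived GP2 cells expressing PTHR1 and a GloSensor cAMP reporter, 3,000/well, plated overnight, given luciferin plus IBMX (each 0.5 mM as added) for 1 h at 37 °C, then compound for 1 h at 37 °C. Luminescence was read after 15 min at room temperature.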
TDP-43 yeast inh: inhibitors of TDP-43 toxicity in yeast; Potency, µM (titrated, usually from 46.1 µM), inactives show at the top dose growth rescue (activation), hits mostly activators; 410,000 tested, 1.8% active; TDP-43 expressing yeast growth rescue, BacTiter-Glo, 24 h; further: % of control where 0% means no effect; nearly all actives have a fitted effect of over 50% in size
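In this qHTS, compounds that restore growth of yeast expressing TDP-43 appear as activators. Cells (OD600=0.02, galactose medium, raffinose-pregrown) are incubated with compound 24 hr at 30 deg C and growth is quantified by BacTiter-Glo.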
aSyn yeast inh: inhibitors of alpha-synuclein toxicity in yeast | Yeast expressing alpha-synuclein, growth rescue, BacTiter-Glo, 24 h | Potency, µM (titrated, usually from 46.1 µM), without a hit: at the top dose growth rescue (activation), hits mostly activators | 370,000 tested, 0.14% active; further: % of control where 0% means no effect; nearly all actives have a fitted effect of over 65% in size
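Screening used galactose-induced yeast with toxic alpha-synuclein levels, exposed to compound for 24 hr at 30 deg C. Cell growth, read with BacTiter-Glo luminescence, gave the measured signal.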
EPAC1 ag: activates human EPAC1 exchange factor | O95398 | EPAC1 agonist qHTS, biochemical assay; response scale: 100% = response to 6.5 mM cAMP | Potency, µM (series often up to 154 µM), for inactives: at the top dose activation, actives largely listed as activators | 360,000 tested, 0.073% active | AID 720707; further: nearly all actives have a fitted effect of over 60% in size
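Nucleotide exchange by EPAC1 (100 nM) on Rap1B–BODIPY-GDP (250 nM) in the presence of 50 uM GDP is tracked fluorescently at 480/540 nm over 30 min. Signals are normalized to a 6.5 mM cAMP control.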
FUS suppressor: suppressors of FUS proteinopathy in yeast; S. cerevisiae FUS-expressing, growth rescue, OD600, 24 h; Potency, µM (series often up to 76.6 µM), inactives show top-dose growth rescue (activation), hits mostly activators; 390,000 tested, 0.24% active; AID 1347120;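 further: plate controls were DMSO vehicle for no effect and reference control for full effect; nearly all actives have a fitted effect of over 55% in size; some results filed as inactive show a strong effect at the top dose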
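Yeast expressing FUS under galactose induction, OD 0.005 in 2% galactose medium; compounds in a dilution series, 24 h at 30C. Growth rescue by absorbance at 600 nm; CP55940 positive control, DMSO negative.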
EPAC2 antag: antagonists of human EPAC2 | Potency, µM (doses to about 114 µM), for the others: at the highest dose activity, negative = inhibition, usual class: inhibitors | EPAC2 GEF exchange of Rap1B-BODIPY-GDP, fluorescence | 360,000 tested, 0.18% active | AID 720708; further: on the % scale 0 is the no-effect control and ±100 the full control effect; nearly all actives have a fitted effect of over 45% in size; many of its hits are not listed in these tables
The depositor's hits bear a star; i = inactive; ? = inconclusive; . = not tested or not shown; & = joins results of further samples; [ ] = dose if it differs, or a comment. The call rests on the fitted dose curve; in most records, active means well fitted curve in the direction sought with a large enough effect; inconclusive means small, poorly fitted or top-dose-only effect, or another doubt; inactive means no such curve, though single readings can be large; an effect the other way counts as inactive or inconclusive. Potency means the concentration at half of the fitted maximal effect.

| Compound | EPAC1 antag | aSyn yeast inh | PTHR1 agonist | TDP-43 yeast inh | EPAC2 antag | EPAC1 ag | EPAC2 ag | FUS suppressor |
| --- | --- | --- | --- | --- | --- | --- | --- | --- |
| Cn1cc(/C=C(\NC(=O)c2ccccc2Cl)C(=O)NCCCN2CCOCC2)c2ccccc21 | -3% | 7% | -17% | -9% | 0% | -12% | 0% | 4% |
| Nc1nnc(CC(=O)N/N=C/c2ccc([N+](=O)[O-])cc2)s1 | -14% | 0% | i | -9% | 1% | 9% | -1% | 29% |
| O=C(CNC(=O)c1ccccc1)NCC1COc2ccccc2O1 (centres undefined) | 15% | -5% | i | -1% | 10% | -7% | 4% | 12% |
| CCOc1ccc(NC(C)=O)cc1[N+](=O)[O-] | 2% | 1% | -92%[inhibitor] | 19% | 7% | 4% | 6% | -38% |
| CC1CCN(S(=O)(=O)c2cc(C(=O)NC3(C)CCS(=O)(=O)C3)ccc2Br)CC1 (centres undefined) | -1% | -6% | i | 2% | -9% | 7% | 1% | 9% |
| O=C(Nc1ncc2c(n1)-c1ccccc1OC2)c1cccc([N+](=O)[O-])c1 | 4% | -1% | -15% | ? | -4% | 1% | 8% | 3% |
| O=C1NN(c2ccccc2)C(=O)/C1=C/c1ccc(-c2cccc(C(=O)O)c2)o1 | 6% | -22% | -22% | -19% | 0% | -3% | 0% | ? |
| COc1cc2c(cc1OC)C(c1cc([N+](=O)[O-])ccc1O)NCC2 (centres undefined) | -4% | 0% | -22% | -3% | -2% | 2% | 1% | -2% |
| COCCOC(=O)C1=C(C)NC(=O)NC1c1ccco1 (centres undefined) | 1% | -1% | -6% | 15% | 10% | 6% | 5% | 13% |
| CC(=O)Nc1ccc(NC(=O)C(C)OC(=O)/C=C/c2cn(-c3ccccc3)nc2-c2cccnc2)cc1 (centres undefined) | -6% | -5% | 9% | 1% | 4% | -14% | -14% | . |
| Cc1ccc(C)c(-n2c(-c3ccc(Br)cc3)csc2=NC(=O)c2ccccc2F)c1 | -1% | 11% | -77%[inhibitor] | -5% | -23% | 1% | 1% | 36% |
| COc1ccc2cc(C(=O)c3ccccc3)c(=O)oc2c1 | -2% | 2% | i | 18% | 12% | 7% | 4% | 5% |
| CCOC(=O)CN/C=C(\C#N)c1ccc(F)cc1 | 8% | -1% | -22% | 4% | 1% | 12% | 4% | -42% |
| CCOc1ccc(NS(=O)(=O)c2cc(C)c(C)cc2C)cc1 | ? | 4% | -15% | 9% | ? | 3% | 2% | 26% |
| Cc1ccc(CSCCNC(=O)CSc2ccccc2)cc1 | 3% | 12% | i | ? | -10% | 13% | 4% | 27% |
| O=C(c1ccc2c(c1)OCO2)C1CCCN(Cc2c(F)ccc(F)c2F)C1 (centres undefined) | -20% | 0% | i | -3% | -15% | 14% | 8% | -11% |
| O=C(Nc1ccc(N2CCOCC2)cc1N1CCOCC1)c1ccccc1 | -9% | 1% | -60%[inhibitor] | -21% | 9% | 8% | 23% | 23% |
| NC(=O)CSc1nc2ccccc2nc1SCC(N)=O | 1% | 8% | i | -15% | 11% | -1% | -10% | 21% |
| CCOC(=O)c1c(/N=C/N(C)C)sc(/C=N/Nc2ccccc2)c1-c1ccccc1Cl | -4% | 22% | -11% | -14%[9.22 µM] | -1% | -11% | 1% | 40% |
| O=C(O)c1ccc(Nc2nc(-c3ccccc3)cs2)cc1 | 28% | 13% | -37%[inhibitor] | 1% | 0% | -5% | -5% | -10% |
| CN1C2CCC1CC(OC(c1ccccc1)c1ccccc1)C2 (centres undefined) | -10% | 0%&1% | 3% | -4% | -2% | -1% | 10% | -37% |
| COc1ccc(OCC(=O)Nc2ccc3c(c2)nc(CCNC(C)=O)n3C)cc1 | -5% | -1% | i | 6% | 3% | 4% | 10% | 10% |
| COc1cccc(NC2CC(=O)N(CCc3ccccc3)C2=O)c1 (centres undefined) | 5% | -5% | ? | 3% | -4% | 0% | 1% | 2% |
| CS(=O)(=O)N(CC(=O)O)c1ccc2c(c1)OCO2 | -10% | 2% | i | 22% | -4% | 12% | 4% | -13% |
| CC(=O)Nc1ccc(S(=O)(=O)Nc2ccc(N3CCOCC3)c(F)c2)cc1 | 12% | 0% | i | -21% | 7% | 7% | 16% | 28% |
| CC(=O)n1cc(C2C(=O)CCCC2=O)c2ccccc21 | 4% | -2% | i | 9% | -2% | 12% | -1% | -12% |
| CCCN(C(=O)c1ccc(OCC(C)C)cc1)c1c(N)n(Cc2ccccc2)c(=O)[nH]c1=O | 3% | 1% | -24% | 26% | -4% | -13% | -9% | 3% |
| COc1ccccc1C(=O)OCc1nc(N)nc(Nc2ccccc2C)n1 | -11% | -5% | i | -7% | -5% | 2% | 7% | 12% |
| O=C1Nc2ccccc2S/C1=C/Nc1cccc(Cl)c1 | 15% | . | i | -10% | -7% | 8% | 1% | 11% |
| CCOC(=O)CC1c2nc3ccccc3cc2CN1C(=O)OCC (centres undefined) | 12% | 3% | -11% | 24% | -15% | -15% | -9% | -13% |
| COc1cc(-c2csc(NC3CCCCC3)n2)cc(OC)c1OC | -25% | -6% | i | 4% | -16% | 9% | 0% | 35% |
| CCOC(=O)N1CCN(C(=O)Cc2c(C(=O)O)n(C)c3ccccc23)CC1 | -2% | 9% | -6% | 0% | 29% | -1% | 2% | 10% |
| COc1ccccc1S(=O)(=O)Nc1ccc2nc(C)sc2c1 | -3% | 4% | -3% | 33% | -8% | -14% | 9% | 0% |
| CCOc1ccc(S(=O)(=O)N2CCOCC2)cc1NC(=O)CN1C(=O)NC(C)(c2ccc(C)cc2)C1=O (centres undefined) | 13% | 3% | i | 26% | -1% | -5% | 4% | 20% |
| CCCCN(CCCNC(=O)Cn1nc(CC)n2c(cc3sc(C)cc32)c1=O)Cc1ccccc1 | -12% | 0% | i | 2% | 23% | 8% | -2% | -9% |
| CC(C)[C@H]1CN(C)CCN1Cc1cn(C)nc1-c1cccc(Cl)c1 | 9% | 3% | i | 25% | 4% | 12% | 12% | -1% |

Reprinted from the entries so far for reference:
| Compound | EPAC1 antag | aSyn yeast inh | PTHR1 agonist | TDP-43 yeast inh | EPAC2 antag | EPAC1 ag | EPAC2 ag | FUS suppressor |
| --- | --- | --- | --- | --- | --- | --- | --- | --- |
| COc1cccc(NC2CC(=O)N(CCc3ccccc3)C2=O)c1 (centres undefined) | 5% | -5% | ? | 3% | -4% | 0% | 1% | 2% |
| CS(=O)(=O)N(CC(=O)O)c1ccc2c(c1)OCO2 | -10% | 2% | i | 22% | -4% | 12% | 4% | -13% |
| CC(=O)Nc1ccc(S(=O)(=O)Nc2ccc(N3CCOCC3)c(F)c2)cc1 | 12% | 0% | i | -21% | 7% | 7% | 16% | 28% |
| CC(=O)n1cc(C2C(=O)CCCC2=O)c2ccccc21 | 4% | -2% | i | 9% | -2% | 12% | -1% | -12% |
| CCCN(C(=O)c1ccc(OCC(C)C)cc1)c1c(N)n(Cc2ccccc2)c(=O)[nH]c1=O | 3% | 1% | -24% | 26% | -4% | -13% | -9% | 3% |
| COc1ccccc1C(=O)OCc1nc(N)nc(Nc2ccccc2C)n1 | -11% | -5% | i | -7% | -5% | 2% | 7% | 12% |
| O=C1Nc2ccccc2S/C1=C/Nc1cccc(Cl)c1 | 15% | . | i | -10% | -7% | 8% | 1% | 11% |
| CCOC(=O)CC1c2nc3ccccc3cc2CN1C(=O)OCC (centres undefined) | 12% | 3% | -11% | 24% | -15% | -15% | -9% | -13% |
| COc1cc(-c2csc(NC3CCCCC3)n2)cc(OC)c1OC | -25% | -6% | i | 4% | -16% | 9% | 0% | 35% |
| CCOC(=O)N1CCN(C(=O)Cc2c(C(=O)O)n(C)c3ccccc23)CC1 | -2% | 9% | -6% | 0% | 29% | -1% | 2% | 10% |
| COc1ccccc1S(=O)(=O)Nc1ccc2nc(C)sc2c1 | -3% | 4% | -3% | 33% | -8% | -14% | 9% | 0% |
| CCOc1ccc(S(=O)(=O)N2CCOCC2)cc1NC(=O)CN1C(=O)NC(C)(c2ccc(C)cc2)C1=O (centres undefined) | 13% | 3% | i | 26% | -1% | -5% | 4% | 20% |
| CCCCN(CCCNC(=O)Cn1nc(CC)n2c(cc3sc(C)cc32)c1=O)Cc1ccccc1 | -12% | 0% | i | 2% | 23% | 8% | -2% | -9% |
| CC(C)[C@H]1CN(C)CCN1Cc1cn(C)nc1-c1cccc(Cl)c1 | 9% | 3% | i | 25% | 4% | 12% | 12% | -1% |

Next records:
| Compound | EPAC1 antag | aSyn yeast inh | PTHR1 agonist | TDP-43 yeast inh | EPAC2 antag | EPAC1 ag | EPAC2 ag | FUS suppressor |
| --- | --- | --- | --- | --- | --- | --- | --- | --- |
| Cc1cc(C(F)(F)F)nn1CC(=O)NNC(=S)Nc1cccc(Cl)c1 | 4% | 0% | -5%[57.5 µM] | -3% | -3% | -13% | 7% | 21% |
| CC1(C(=O)NS(=O)(=O)c2ccc3c(c2)CCO3)CCN1C(=O)CCC1CCCC1 (centres undefined) | 8% | 9% | i | 10% | -5% | -1% | 6% | 6% |
| Cc1cc(Cl)ccc1OCCCC(=O)Nc1ccc(S(=O)(=O)Nc2ncccn2)cc1 | 1% | -1% | -27% | -18% | -5% | -10% | 7% | -10% |
| CCOc1ccc(OCC)c(NS(=O)(=O)c2ccc3c(c2)CCN3C(=O)C2CCC2)c1 | 3% | 8% | -7% | 20%&-19% | 6% | -16% | -16% | 15%&-9% |
| O=C1CC(N2CCSCC2)C(=O)N1c1ccccc1 (centres undefined) | 9% | 5% | i | -5% | 12% | -3% | 5% | 3% |
| N#CC1(NC(=O)CSc2nc3ccc([N+](=O)[O-])cc3s2)CCCCC1 | 11% | 0% | -9% | 10% | 4% | -2% | 0% | 17% |
| O=C(Cn1cnc2c(oc3ccccc32)c1=O)N1CCCc2ccccc21 | 13% | -3% | i | -35%[inhibitor] | 10% | 9% | 2% | 17% |
| O=C1C(Cc2ccccc2)Nc2ncnc(N3CCOCC3)c2N1Cc1ccc(Cl)cc1 (centres undefined) | -29%&-7% | 8%&6% | -6%&-60% | 17%&-7% | ? | 13%&-7% | 16%&-21% | 26%&18% |
| CCC(=O)OCCNc1cc(Sc2nccn2C)c2nonc2c1[N+](=O)[O-] | 6% | 10% | -5% | 3% | -10% | -13% | -18% | . |
| CC(NC(=O)c1ccccc1F)c1nnc(SCC(=O)Nc2nnc(C3CC3)s2)n1C (centres undefined) | -6% | 1% | -9% | -22% | 8% | 6% | 5% | 3% |

Source: PubChem BioAssay (National Center for Advancing Translational Sciences (NCATS))

Not all compounds are listed; rates above refer to the full screens.
